V-ATPase pHluor: regulators of yeast V-ATPase proton pumping, primary screen, pHLuorin cytosolic pH fluorescence. S. cerevisiae. response, % at 10 µM. 350,000 tested, 0.37% active. AID 504577, 2011; in the data active means response mostly above about 7.3%, no sharp cut-off; inactive means mostly below about 5.4%; further: actives read high; inactives centre near 0; some compounds called inactive have numbers as strong as hits
DAGLB inh: DAGLB lipase inhibitors, primary screen, biochemical, fluorescence, HTS; Diacylglycerol lipase-beta (Homo sapiens), Q8NCG7; HEK293T DAGLB membrane lysate, EnzChek fluorogenic substrate; inhibition, % at 5.17 µM; 340,000 tested, 0.059% active; in the data active means inhibition above about 34%;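 further: 0% = enzyme with vehicle and 100% = wells lacking enzyme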
Target sequence (Q8NCG7 whole entry, looked up): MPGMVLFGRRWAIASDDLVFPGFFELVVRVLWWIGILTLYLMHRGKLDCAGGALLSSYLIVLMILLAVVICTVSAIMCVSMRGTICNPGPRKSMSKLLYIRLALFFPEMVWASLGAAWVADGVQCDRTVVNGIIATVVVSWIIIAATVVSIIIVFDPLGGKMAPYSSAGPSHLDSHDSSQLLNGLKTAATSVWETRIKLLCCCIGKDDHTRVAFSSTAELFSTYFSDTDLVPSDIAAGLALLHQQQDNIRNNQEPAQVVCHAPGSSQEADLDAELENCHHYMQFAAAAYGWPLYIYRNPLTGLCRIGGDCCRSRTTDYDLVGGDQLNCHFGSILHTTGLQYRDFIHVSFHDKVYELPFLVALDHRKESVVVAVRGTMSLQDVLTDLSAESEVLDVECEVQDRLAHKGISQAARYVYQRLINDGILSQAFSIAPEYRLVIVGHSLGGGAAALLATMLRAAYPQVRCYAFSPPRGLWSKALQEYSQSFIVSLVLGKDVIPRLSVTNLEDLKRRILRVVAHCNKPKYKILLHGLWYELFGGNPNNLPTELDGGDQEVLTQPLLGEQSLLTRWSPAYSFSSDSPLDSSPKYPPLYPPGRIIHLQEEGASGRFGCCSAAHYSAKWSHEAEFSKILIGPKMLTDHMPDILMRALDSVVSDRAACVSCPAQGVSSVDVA
CAL PDZ FP-1: untagged CAL PDZ binding inhibitors, primary screen, biochemical, fluorescence polarization, HTS; Golgi-associated PDZ and coiled-coil motif-containing protein (Homo sapiens), Q9HD26; purified CAL PDZ, TMR-peptide fluorescence polarization, 1 h; inhibition, % at 24.9 µM; 300,000 tested, 0.92% active; AID 602252, 2012;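 active means mean inhibition of at least 30% with at least half of replicates also reaching 30%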;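 further: 0% = DMSO neutral control and 100% = excess unlabeled competitor peptide PRC23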
Arr AP2 block: inhibitors of beta-arrestin/AP2 binding, primary screen, biochemical, GPCR trafficking, flow cytometry; AID 504490, 2011; beta-arrestin 1 C-terminal peptide binding to AP2 beta2-adaptin appendage (human); 340,000 tested, 0.31% active; FITC-arrestin peptide / GST-AP2 beads; AP2 beta2 appendage carries R879A mutation; inhibition, % at 10 µM;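 active means inhibition above a set limit, near 3 SD of compounds lacking own fluorescence, cut at about 54% in these data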;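 further: plate controls were DMSO wells for no effect and 5 µM unlabelled arrestin peptide for full effect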
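Test system: GST-tagged AP2 beta2-adaptin appendage (R879A) on 4 µm glutathione beads; also added: fluorescein-tagged arrestin peptide at 50 nM final; timing: 12 min plus 1 h, RT; signal: flow cytometry, FL1 (488/535 nm); read-out: percent drop in bead-associated FITC signal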
Cardiac RTF inh: cardiac RTF calcium sensitivity inhibitors, primary screen, biochemical, IANBD-TnC fluorescence, EC70 calcium; Troponin I, cardiac muscle (Homo sapiens) + Troponin T, cardiac muscle (Homo sapiens) + …; IANBD-labeled cardiac RTF, Ca2+ fluorescence; inhibition, % at 7.15 µM; 340,000 tested, 0.12% active; AID 493244, 2011;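 active means inhibition above the mean inhibition of all tested compounds plus 3 SD, cut at about 17% in these data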;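 further: assay run at fixed EC70 calcium of 1.6 mM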
Keap1 Nrf2 FP: Keap1-Nrf2 protein-protein interaction inhibitors, primary screen, biochemical, fluorescence polarization, single point | Keap1 Kelch-Nrf2 peptide fluorescence polarization, 1536-well | Kelch-like ECH-associated protein 1 (Homo sapiens), Q14145 | AID 504523, 2011 | inhibition, % at 9.4 µM | 340,000 tested, 0.15% active; in the data active means inhibition above about 12%;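 further: human Keap1 Kelch domain with fluorescein labeled Nrf2 9mer peptide probe; 0% = neutral control wells and 100% = peptide positive control; higher means more block of Keap1 binding to Nrf2 peptide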
C-LANA FP: inhibitors of KSHV C-LANA binding to DNA, primary screen, biochemical, fluorescence polarization, FAM-LBS DNA, MBP-C-LANA, single point | Kaposi's sarcoma herpesvirus LANA C-terminal domain (residues 932-1162) DNA binding | inhibition, % at 9 µM | 340,000 tested, 0.078% active;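 active means highest replicate inhibition at or above 60% at 9 µM, even if other replicates fall short; inactive means all replicates below 60% inhibition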;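 further: 0% = neutral control wells and 100% = 4 µM acridine orange control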
DSG3 Ab inh: inhibitors of pemphigus antibody binding to DSG3, primary screen, biochemical, bead-based, flow cytometry, scFv-GFP; AID 588358, 2011; DSG3-coupled beads, scFv-anti-DSG3-GFP binding; active compounds read low; 310,000 tested, 0.48% active; binding (percent of control), % at 10 µM; Desmoglein-3 (Homo sapiens), P32926;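 active means binding more than 3 SD below its plate's average and above zero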;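 further: hits lower antibody fragment binding to DSG3; some compounds called inactive have numbers as strong as hits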
NSD2 HMT inh: NSD2 histone methyltransferase inhibitors, primary screen, biochemical, AlphaScreen, single concentration, set 2; inhibition, % at 12.5 µM; 310,000 tested, 0.54% active; NSD2 peptide methylation, 120 min; in the data active means inhibition above about 50%
CAL PDZ FP-2: CAL PDZ peptide-binding inhibitors, primary screen, biochemical, fluorescence polarization, Cer-tagged CAL PDZ, HTS; 330,000 tested, 0.02% active; Golgi-associated PDZ and coiled-coil motif-containing protein (Homo sapiens), Q9HD26; AID 504414, 2011; purified CAL PDZ, TMR-peptide fluorescence polarization, 1 h; inhibition, % at 20 µM;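 active means highest replicate inhibition of at least 40%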;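 further: plate controls were DMSO neutral control wells for no effect and unlabeled competitor peptide control wells for full effect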
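Test system: purified CerCALP PDZ construct; Compound dosing: one concentration, 20 µM compound; Also added: TMR-labelled reporter peptide T*-PRC34 bound in PDZ groove; Read-out: inhibition from polarization loss; Controls: unlabelled peptide and DMSO controls; Signal: FP readout, S and P plane fluorescence; Incubation: 1 h at RT.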
The depositor's hits bear a star; · = no result given. An excerpt, so the mix of outcomes need not match the whole.

cpd | molecule | V-ATPase pHluor | DAGLB inh | CAL PDZ FP-1 | Arr AP2 block | Cardiac RTF inh | Keap1 Nrf2 FP | C-LANA FP | DSG3 Ab inh | NSD2 HMT inh | CAL PDZ FP-2
1 | COc1ccc(C(CNC(=O)C(CCSC)NC(=O)c2ccccc2OC)N2CCCCC2)cc1 (configuration not stated) | -4 | 1 | 9 | -11 | -5 | -5 | 0.5 | 116 | 2 | -0.3
2 | NC(=O)C1CCN(c2oc(-c3ccc(F)cc3)nc2S(=O)(=O)c2ccccc2)CC1 | 2 | 1 | 20 | -7 | -2 | -4 | -0.3 | 90 | 0 | -1.0
3 | CC(C)(C)OC(=O)N1CCCC(C(=O)Nc2cccc(C(=O)NCCCCc3ccccc3)c2)C1 (configuration not stated) | 0 | -9 | 0 | -1 | 1 | -1 | 0.2 | 96 | · | -0.1
4 | COc1ccccc1N=NC1=C(O)CC(C)(C)CC1=O | 2 | 1 | -1 | 1 | -15 | -8 | -0.3 | 106 | 6 | -2.8
5 | Cc1ccc2c(c1)N(CCC(=O)NCC1CCCO1)C(=O)CO2 (configuration not stated) | 0 | -3 | -4 | 34 | -3 | 1 | -1.6 | · | -1 | 0.2
6 | C[C@H](CO)N1C[C@H](C)[C@@H](CN(C)S(=O)(=O)c2cccs2)Oc2c(NS(=O)(=O)c3ccc(F)cc3)cccc2C1=O | 3 | 0 | -3 | 0 | -3 | 0 | -0.8 | 109 | · | 0.8
7 | CCc1cccc(NC(=O)CSCc2cc(=O)[nH][nH]2)c1 | -1 | 13 | -4 | -5 | 6 | -2 | 1.2 | 101 | -1 | ·
8 | CCOC(=O)c1cc(-c2ccccc2)n(CC(=O)Nc2ccc(OC)cc2)c1C | 2 | -7 | 2 | -5 | 1 | -1 | 7.8 | 102 | 4 | -3.2
9 | Cc1ccc(OCCNC(=O)CCc2ccccc2)cc1C | 0 | -7 | -4 | 4 | -1 | -3 | -1.3 | 104 | -1 | -1.2
10 | Cc1ccc(C(=O)COC(=O)CNC(=O)COc2ccccc2C)cc1C | 2 | -4 | -4 | 7 | 3 | -2 | -1.3 | 100 | -1 | 0.3
11 | CCOC(=O)c1sc2ccccc2c1OC(=O)c1ccc(C)cc1 | 1 | -3 | -4 | 42 | -7 | -4 | -1.1 | 123 | 23 | -0.5
12 | O=c1c2ccccc2nc(SCc2cc(F)cc3c2OCOC3)n1Cc1ccco1 | 0 | 1 | -4 | 4 | -13 | -2 | 1.1 | 104 | 0 | -1.6
13 | Cc1nc(SCC(=O)Nc2c(C)n(C)n(-c3ccccc3)c2=O)nc(C)c1C | 5 | -5 | -4 | 23 | 3 | -3 | -1.9 | 79 | -1 | 1.7
14 | Cc1ccc(S(=O)(=O)NCC2CCCO2)cc1 (configuration not stated) | 3 | 2 | · | 2 | -6 | -6 | -0.6 | 108 | 1 | 0.5
15 | NS(=O)(=O)OCCCc1ccc(C(F)(F)F)cc1 | 2 | -3 | 1 | 18 | -4 | -2 | -1.6 | 100 | · | -0.3
16 | COc1cccc(NC(=O)CN(C)C(=O)CN2C(=O)NC(C)(c3ccc4ccccc4c3)C2=O)c1 (configuration not stated) | 0 | 0 | -4 | -9 | -18 | 4 | 0.3 | 96 | 1 | -3.2
17 | O=C(NC1CC2CCCC(C1)N2Cc1cccs1)N1CCOCC1 (configuration not stated) | 2 | 1 | -1 | 7 | -16 | -1 | 0.5 | 107 | -9 | -0.7
18 | Cc1cc(C)c(C)c(S(=O)(=O)N2CCN(c3ncnc4ccccc34)CC2)c1C | -1 | 0 | -5 | 5 | -2 | -6 | 0.2 | 91 | -1 | -2.9
19 | O=C(/C=C/c1ccco1)c1cccnc1 | -1 | -2 | -3 | 19 | -1 | -5 | 11 | 92 | 28 | -0.1
20 | COc1cc(C(=O)Nc2ccc(C)cn2)ccc1OCC(=O)N1CCOCC1 | -1 | -1 | -3 | 14 | -2 | -4 | -0.2 | 91 | · | -0.4
21 | Nc1ccc(S(=O)(=O)Nc2nc(-c3ccccc3)cc(-c3ccccc3)n2)cc1 | 4 | 0 | -3 | 5 | 11 | -1 | -1.6 | 112 | 1 | -0.9
22 | CC(C)NC(=O)c1cccc(NC(=O)CC2SC(N3CCCCC3)=NC2=O)c1 (configuration not stated) | 1 | 0 | -2 | 4 | -2 | -1 | -1.5 | 111 | -2 | -0.6
23 | COc1cc(SC)ccc1C(=O)Nc1cc(C)c(OCC(=O)N2CCOCC2)c(C)c1 | 6 | 1 | -4 | 46 | 5 | 1 | 0.8 | 101 | · | -3.9
24 | COc1ccccc1C(=O)N/C(=C/c1cccc([N+](=O)[O-])c1)C(=O)Nc1cccc(C(=O)O)c1 | 1 | 2 | -3 | 38 | 6 | 3 | -1.7 | 109 | 1 | ·
25 | Fc1cccc(CSc2ccc3nnc(-c4ccccn4)n3n2)c1 | -5 | -3 | 1 | 11 | -9 | -9 | -1.5 | 122 | 0 | -1.3

Reprinted at random: 6 records from the list
cpd | molecule | V-ATPase pHluor | DAGLB inh | CAL PDZ FP-1 | Arr AP2 block | Cardiac RTF inh | Keap1 Nrf2 FP | C-LANA FP | DSG3 Ab inh | NSD2 HMT inh | CAL PDZ FP-2
18 | Cc1cc(C)c(C)c(S(=O)(=O)N2CCN(c3ncnc4ccccc34)CC2)c1C | -1 | 0 | -5 | 5 | -2 | -6 | 0.2 | 91 | -1 | -2.9
20 | COc1cc(C(=O)Nc2ccc(C)cn2)ccc1OCC(=O)N1CCOCC1 | -1 | -1 | -3 | 14 | -2 | -4 | -0.2 | 91 | · | -0.4
9 | Cc1ccc(OCCNC(=O)CCc2ccccc2)cc1C | 0 | -7 | -4 | 4 | -1 | -3 | -1.3 | 104 | -1 | -1.2
12 | O=c1c2ccccc2nc(SCc2cc(F)cc3c2OCOC3)n1Cc1ccco1 | 0 | 1 | -4 | 4 | -13 | -2 | 1.1 | 104 | 0 | -1.6
8 | CCOC(=O)c1cc(-c2ccccc2)n(CC(=O)Nc2ccc(OC)cc2)c1C | 2 | -7 | 2 | -5 | 1 | -1 | 7.8 | 102 | 4 | -3.2
16 | COc1cccc(NC(=O)CN(C)C(=O)CN2C(=O)NC(C)(c3ccc4ccccc4c3)C2=O)c1 (configuration not stated) | 0 | 0 | -4 | -9 | -18 | 4 | 0.3 | 96 | 1 | -3.2

(more compounds)
cpd | molecule | V-ATPase pHluor | DAGLB inh | CAL PDZ FP-1 | Arr AP2 block | Cardiac RTF inh | Keap1 Nrf2 FP | C-LANA FP | DSG3 Ab inh | NSD2 HMT inh | CAL PDZ FP-2
26 | Cc1ccc(NC(=O)NCc2cccnc2)cc1C | -3 | -3 | -3 | 39 | -12 | -3 | -0.3 | · | 0 | -1.9
27 | O=C(NNC(=O)c1ccc2ncccc2c1)c1ccc(Cl)cc1 | 3 | 4 | 0 | -5 | -24 | 0 | 0.2 | 106 | 1 | -1.6
28 | O=C(Nc1ccccc1Br)C1CCC(=O)N1Cc1ccccc1Cl (configuration not stated) | 0 | 0 | -1 | 13 | -4 | 3 | 0.5 | 92 | -3 | -0.5
29 | O=C(CCc1nnc2ccc(N3CCOCC3)nn12)Nc1ccc(F)cc1F | -2 | -2 | -3 | -5 | 4 | -3 | -0.4 | 113 | 4 | -1.8
30 | CC(=O)c1ccc(NC(=O)c2ccc(C)c(Br)c2)cc1 | 2 | -2 | -8 | -1 | -16 | -4 | 0.2 | 83 | -2 | -3.7
31 | Cc1ccc(S(=O)(=O)N/N=C\c2ccccc2OCc2ccccc2)cc1 | 3 | -1 | -3 | -10 | -3 | -4 | 0.3 | 101 | -4 | -2.8
32 | Cc1c(S(=O)(=O)N2CCCCC2)c(=O)n(C)c(=O)n1C | -1 | -1 | 1 | -12 | 3 | 3 | 2.8 | 95 | -1 | -1.3
33 | O=C(Nc1ccccc1Cc1ccccc1)c1ccncc1 | 4 | 0 | 0 | 34 | -3 | 1 | -1.9 | · | 12 | -2.8
34 | CC(=O)c1ccc(-c2ccc(C(=O)N(C)c3c(N)n(Cc4ccccc4)c(=O)[nH]c3=O)o2)cc1 | -1 | 1 | 0 | -5 | -3 | 1 | 0.6 | 108 | 5 | -0.4
35 | O=C(CCNS(=O)(=O)/C=C/c1ccccc1)NCCc1c[nH]c2ccccc12 | 2 | 0 | -2 | -12 | -22 | -5 | 0.8 | 108 | 5 | -0.7
36 | Cn1nc(-c2ccc(OCC(=O)NCC3CCCO3)cc2)c2ccccc2c1=O (configuration not stated) | -1 | -5 | -1 | -3 | 2 | -2 | 2.3 | · | -1 | -0.5
37 | COc1ccc(C(=O)Nc2ccccc2C(=O)N/N=C/c2ccncc2)cc1OC | -1 | 1 | -7 | 49 | 2 | 4 | -7.8 | · | 2 | -11
38 | Cc1ccc(C2(CC(=O)N3CCCC3)CCOC(C(C)C)C2)cc1 (configuration not stated) | 5 | -1 | 0 | -11 | -5 | 1 | -1.4 | 106 | 2 | -0.8
39 | CC(C)Oc1cccc(C(=O)C2CCCN(Cc3cccn3-c3cccnc3)C2)c1 (configuration not stated) | 2 | -8 | -2 | 8 | -17 | -2 | -1.2 | 102 | 6 | -0.3
40 | CCCCC(=O)Nc1ccc(NC(=O)c2cc(OC)c(OC)c(OC)c2)cn1 | -2 | 3 | -3 | -10 | 3 | -1 | 0.6 | 97 | -6 | -1.9
41 | CCCCCCNS(=O)(=O)c1ccccc1Br | 4 | -3 | -3 | -1 | -13 | -1 | -0.9 | 109 | · | 0.4
42 | O=C(OC(C(=O)NC1CCCCC1)c1ccccn1)c1cccs1 (configuration not stated) | -5 | -2 | -1 | 11 | -2 | -1 | 0.2 | 105 | 114* | -0.6
43 | CCOc1cc(CNn2cnnc2)cc(Cl)c1OCC(=O)NC(C)(C)C | 3 | -1 | -2 | 10 | -5 | -6 | · | 112 | -2 | 0.2
44 | CCC(=O)Nc1ccc(-c2ccc(N3CCCCC3)nn2)cc1 | 1 | 0 | -2 | -3 | -12 | -1 | 0.5 | 101 | -2 | -2.0
